ELG1 DNA repair: ELG1-dependent DNA repair inhibition; HEK293T ELG1-luciferase reporter, luminescence, 16 h; DNA damage induced by 5-fluorouridine; Potency, µM (doses to about 46.1 µM), for the others: at the highest dose activity change, negative = inhibition, most hits filed as inhibitors; hit rate 2.3% among 330,000; AID 504467; further: potency means the concentration at half of the fitted maximal effect; on the % scale 0 is the no-effect control and ±100 the full control effect; nearly all actives have a fitted effect of over 55% in size
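5-Fluorouridine DNA damage + compound/DMSO, 2,000 cells/well, 16 h, 37 °C/5% CO2. ONE-Glo, 30 min RT, luminescence. Readout = decrease in reporter signal.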
Integrin act MD: activators of alpha7 integrin expression for muscular dystrophy. alpha7betagal myoblasts, beta-gal FDG fluorescence, 48 h. Potency, µM (series often up to 38.3 µM), for the others: at the highest dose activation, hits mostly activators. hit rate 0.064% among 350,000;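 further: potency means the concentration at half of the fitted maximal effect; 100% = response of the positive control SU9516; nearly all actives have a fitted effect of over 60% in size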
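Alpha7betagal+/- myoblasts (passage 13) were plated 16-24 hr, then exposed to compounds (1:260 dilution of DMSO stock) for 48 hours at 37C. After MPER lysis, β-galactosidase reporter activity was read as FDG fluorescence (ex 480/em 540) after 30 minutes.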
AT treatment: potential ataxia-telangiectasia treatments restoring KAP-1 phosphorylation | […] A-T fibroblasts, KAP-1 phosphorylation AlphaLISA; neocarzinostatin DNA damage 30 min before lysis | Potency, µM (highest dose often 57.5 µM), for inactives: top-dose activation, usual class: activators | hit rate 0.19% among 320,000 | AID 485349; further: potency means the concentration at half of the fitted maximal effect; % of control where 0% means no effect; nearly all actives have a fitted effect of over 45% in size
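ATM-like activity read as KAP-1 phosphorylation via AlphaLISA donor/acceptor antibody pairs after lysis and 6 hr at 25C. Cells were ATM-null patient fibroblasts ([…], hTERT), dosed 60 min, then exposed to the DSB inducer NCS for 30 min.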
TSHR antag: blocks TSH signaling through the human TSH receptor; P16473; TSHR-expressing cells, TSH-stimulated cAMP HTRF, 2 h; active compounds read low; activity change, negative = inhibition, % at 11.5 µM; hit rate 0.2% among 330,000;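 active means activity change below a set negative limit, meaning inhibition stronger than a set level, cut at about -70% in these data; inconclusive means activity change between two set negative limits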; further: on the % scale 0 is the no-effect control and ±100 the full control effect
Target sequence (P16473 whole entry, looked up): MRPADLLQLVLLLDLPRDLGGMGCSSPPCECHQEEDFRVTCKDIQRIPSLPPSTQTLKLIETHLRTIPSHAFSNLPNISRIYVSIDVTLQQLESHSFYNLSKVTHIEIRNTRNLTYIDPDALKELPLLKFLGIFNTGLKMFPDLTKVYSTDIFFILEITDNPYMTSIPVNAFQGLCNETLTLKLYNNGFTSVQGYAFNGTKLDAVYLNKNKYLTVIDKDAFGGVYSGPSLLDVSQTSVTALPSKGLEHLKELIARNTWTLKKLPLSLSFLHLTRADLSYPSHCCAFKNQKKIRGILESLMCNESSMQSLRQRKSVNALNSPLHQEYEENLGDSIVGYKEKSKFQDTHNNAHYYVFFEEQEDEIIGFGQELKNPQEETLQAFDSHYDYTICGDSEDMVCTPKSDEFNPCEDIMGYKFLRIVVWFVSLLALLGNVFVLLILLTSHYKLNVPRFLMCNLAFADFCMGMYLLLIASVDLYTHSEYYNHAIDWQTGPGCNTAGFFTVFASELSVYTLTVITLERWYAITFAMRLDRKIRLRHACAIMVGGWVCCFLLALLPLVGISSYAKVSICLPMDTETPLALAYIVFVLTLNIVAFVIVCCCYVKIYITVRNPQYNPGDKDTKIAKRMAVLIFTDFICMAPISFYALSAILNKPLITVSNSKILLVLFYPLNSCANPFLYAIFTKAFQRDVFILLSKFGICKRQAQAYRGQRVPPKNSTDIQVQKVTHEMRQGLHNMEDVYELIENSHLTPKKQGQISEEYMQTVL
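Inhibition of cAMP made by TSHR-expressing cells under TSH stimulation (4nM final, EC80; 2 h, 37 deg C) is quantified with a one-step lysis HTRF kit, anti-cAMP cryptate versus cAMP-d2.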
Tb PFK block: blocks T. brucei phosphofructokinase. O15648. T. brucei PFK, ADP-Glo luminescence. Potency, µM (titrated, usually from 57.5 µM), inactives show at the highest dose activity, negative = inhibition, hits mostly inhibitors. hit rate 0.17% among 330,000;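 further: potency means the concentration at half of the fitted maximal effect; 0% = uninhibited 1x PFK enzyme wells and -100% = no-enzyme wells; nearly all actives have a fitted effect of over 60% in size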
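1.25 nM PFK with 0.5 mM F6P and 0.1 mM ATP in 0.1 M TEA pH 8.0, 5 mM MgCl2, incubated 45 min at room temperature; ADP measured by ADP-Glo luminescence; compounds titrated up to 57 uM.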
Eya2 inh: blocks the phosphatase activity of human Eya2; O00167; recombinant Eya2, OMFP fluorescence dephosphorylation (OMFP is methylfluorescein phosphate); Potency, µM (highest dose often 76.9 µM), for inactives: at the highest dose activity, negative = inhibition, usual class: inhibitors; hit rate 0.006% among 330,000; AID 488837; further: potency means the concentration at half of the fitted maximal effect; on the % scale 0 is the no-effect control and ±100 the full control effect
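Eya2 (0.2 uM) preincubated 10 min at ambient with compound, then OMFP substrate added at 50 uM; 10 min reaction in 50 mM HEPES pH 7.5, 50 mM NaCl, 5 uM MgCl2, 0.05% BSA, 1 mM DTT. Fluorescence read at Ex 485/Em 525 nm.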
Mito fusion yeast: mitochondrial division inhibition or fusion activation; S. cerevisiae fusion-defective mutant growth rescue, CellTiterGlo 48 h; hit rate 0.23% among 320,000; Potency, µM (titrated, usually from 46.1 µM), inactives show at the highest dose growth rescue (activation), actives largely listed as activators; AID 485298;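 further: potency means the concentration at half of the fitted maximal effect; % of control where 0% means no effect; nearly all actives have a fitted effect of over 45% in size; temperature-sensitive fusion mutants such as fzo1-1 at 37 °C on non-fermentable ethanol glycerol medium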
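Compounds are tested for their ability to restore growth of mitochondrial fusion-defective yeast strains at non-permissive 37C in YPEG medium over 48 hours. Viability is quantified by luciferase luminescence.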
TCR activator: activates T cell receptor signaling; primary human leukocytes, anti-CD3, IL-2 HTRF, 48 h; Potency, µM (titrated, usually from 9.22 µM), without a hit: at the highest dose activation of IL-2 secretion, most hits filed as activators; 330,000 tested, under 10 active; further: % of control where 0% means no effect
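Using a-CD3 beads without co-stimulation, primary human leukocytes were exposed to compounds for 48 hr. An HTRF IL-2 kit measured the cytokine, with europium-to-d2 energy transfer producing emission at 665nm upon 320nm excitation.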
BCR signal inh: blocks chronic active B-cell receptor signaling; hit rate 0.05% among 340,000; AID 493014; Potency, µM (titrated, usually from 46.1 µM), for inactives: at the top dose ratio change, negative = lower green/red ratio, hits mostly inhibitors; ABC-DLBCL IkBa-CBG/CBR reporter, luminescence ratio, 4 h; active means well fitted inhibition curve with a large enough effect in the signal ratio, with a control signal flat, not every such curve was filed as active; inconclusive means small, poorly fitted or top-dose-only effect, or effect the other way, or a change in a side signal; the % refers to the signal ratio;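 further: potency means the concentration at half of the fitted maximal effect; plate controls were basal doxycycline-induced cells for no effect and cells given 10 µM MG132 for full effect; MG132 reads +100%, hits lower the ratio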
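TMD8 human ABC-DLBCL cells with doxycycline-inducible IκBα–green luciferase fusion and unfused red luciferase, in 0.5% FBS medium; compounds up to 46 uM, 4 h at 37C. Green/red luminescence ratio, filter-overlap corrected, fitted to concentration-response curves.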
ASM inhibitor: human S-ASM enzyme inhibition | AID 504937 | hit rate 0.006% among 340,000 | Potency, µM (highest dose often 57.5 µM), for the others: top-dose activity change, negative = inhibition, most hits filed as inhibitors | P17405 | placental ASM, HMU-PC fluorogenic substrate, 60 min; further: potency means the concentration at half of the fitted maximal effect
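Human placenta-derived ASM enzyme was preincubated with compound for 10 minutes at room temperature, then given fluorogenic substrate HMU-PC0 (9 uM final) for 60 minutes at 37 °C; a pH 10 stop preceded fluorescence reading at Ex 386/Em 447 nm.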
PTAP TSG101 blk: blocks PTAP/TSG101 interaction to inhibit HIV-1 budding | Fluorescence polarization, FITC-PTAP peptide / Tsg101 binding | Potency, µM (series often up to 115 µM), for inactives: top-dose activity change, negative = inhibition, most hits filed as inhibitors | 340,000 tested, under 10 active; active means well fitted inhibition curve with a large enough effect in the main read-out, with a control signal flat, not every such curve was filed as active; inconclusive means small, poorly fitted or top-dose-only effect, or effect the other way, or a change in a side signal; inactive means no such curve, though single readings can be large or run the other way; further: potency means the concentration at half of the fitted maximal effect; % of control where 0% means no effect
Target sequence (Q99816 whole entry, looked up): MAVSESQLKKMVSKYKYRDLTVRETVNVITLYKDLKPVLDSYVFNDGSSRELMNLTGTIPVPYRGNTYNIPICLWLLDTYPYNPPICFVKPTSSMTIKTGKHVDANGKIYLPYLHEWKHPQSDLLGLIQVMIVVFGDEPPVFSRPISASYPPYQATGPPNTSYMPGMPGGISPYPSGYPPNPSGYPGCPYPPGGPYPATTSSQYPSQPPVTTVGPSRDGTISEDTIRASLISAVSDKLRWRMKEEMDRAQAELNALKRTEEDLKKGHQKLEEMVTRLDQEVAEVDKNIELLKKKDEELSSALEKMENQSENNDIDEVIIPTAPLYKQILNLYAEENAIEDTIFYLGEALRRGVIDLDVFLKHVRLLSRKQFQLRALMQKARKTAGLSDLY
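Fluorescence polarization binding of Tsg101 binding domain (10 uM final) to FITC-labeled PTAP peptide (50 nM final) in HEPES pH 7.5 buffer with NaCl, Tween 20, EDTA, TCEP. Compounds added before peptide; binding 20 min at RT.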
Starred values were filed as active, the others as inactive; ? = inconclusive; . = no result given; [ ] = remark or other dose. Unless noted, the call rests on the fitted dose curve; in most records, active means well fitted curve in the direction sought with a large enough effect; inconclusive means small, poorly fitted or top-dose-only effect, or another doubt; inactive means no such curve, though single readings can be large; an effect the other way counts as inactive or inconclusive. Not a hit list (roughly 3.2% active in at least one column).

SMILES	ELG1 DNA repair	Integrin act MD	AT treatment	TSHR antag	Tb PFK block	Eya2 inh	Mito fusion yeast	TCR activator	BCR signal inh	ASM inhibitor	PTAP TSG101 blk
C[C@H](CO)N1C[C@H](C)[C@@H](CN(C)S(=O)(=O)c2ccc(F)cc2)Oc2ccc(NC(=O)C3CCCCC3)cc2C1=O	-3%	12%	-6%	-4	-2%	21%	.	9%	-2%	-2%	2%
CS(=O)(=O)N(CC(=O)N1CCCC1)c1cc(Cl)c(Cl)cc1Cl	-1%	15%	.	-2	1%	-24%	2%	.	6%	-2%	-8%
O=c1oc2cc(Br)ccc2n1CSC1=NCCS1	?	-56%[inhibitor]	3%	14	-8%	2%	14%	-3%	-5%	0%	-1%
CCN(c1ccccc1)S(=O)(=O)c1ccc(Cl)c(C(=O)NCC2CCCO2)c1 (stereo not drawn)	-11%	3%	0%	-8	10%	-20%	11%	9%	1%	-4%	0%
COC(=O)c1cccc(NC(=O)c2ccc(S(=O)(=O)N3CCN(C)CC3)cc2)c1	-4%	4%	21%	2	2%	9%	-6%	-19%	2%	-1%	-3%
c1ccc(-c2nnc3n2CCCC3)cc1	9%	-22%	0%	3	-4%	9%	-3%	1%	1%	4%	-4%
O=C(N[C@@H](Cc1c[nH]c2ccccc12)C(=O)O)C1CCN(S(=O)(=O)c2cccs2)CC1	4%	?	2%	2	1%	?	2%	2%	2%	0%	-3%
O=S(=O)(c1ccc(F)cc1)N1CCN(c2ccc(F)cc2)CC1	4%	4%	1%	-3	2%	-10%	0%	6%	-1%	4%	-1%
Cc1cc(C)cc(NC(=O)CCN2CCCC2)c1	10%	-23%	1%[11.5 µM]	-5	-1%	1%	1%	-7%	-3%	6%	-4%
O=C(COC(=O)C1CCN(S(=O)(=O)c2ccc3c(c2)OCCO3)CC1)NC1CCS(=O)(=O)C1 (stereo not drawn)	3%	11%	3%	.	10%	21%	-16%	1%	4%	7%	-3%
O=C(NC(=S)NC1CCS(=O)(=O)C1)c1cccc([N+](=O)[O-])c1 (stereo not drawn)	0%	-5%	-4%	11	1%	10%	-1%	-5%	-3%	4%	-1%
Cc1ccn2c(NCc3ccccc3)c(-c3cccs3)nc2c1	?	6%	2%	2	0%	9%	-14%	2%	-2%	227%[activator]	0%
O=C(c1ccccn1)N1CCCC(N2CCN(c3cccc(C(F)(F)F)c3)CC2)C1 (stereo not drawn)	2%	9%	6%	-7	1%	-4%	3%	-1%	4%	0%	1%
CCCn1c2ccccc2c2nnc(SCC(=O)Nc3ncccn3)nc21	?	-31%[inhibitor]	.	-10	0%	-39%	10%	-3%	?	-1%	-5%
CCCCN(Cc1nc2ccccc2c(=O)[nH]1)C(=O)CN1C(=O)NC2(CCCCC2)C1=O	2%	23%	-4%	6	0%	-10%	1%	0%	?	4%	-10%

Arranged by value in ASM inhibitor (highest first): three of the compounds above
Compound	ASM inhibitor
O=S(=O)(c1ccc(F)cc1)N1CCN(c2ccc(F)cc2)CC1	4%
O=C(c1ccccn1)N1CCCC(N2CCN(c3cccc(C(F)(F)F)c3)CC2)C1 (stereo not drawn)	0%
COC(=O)c1cccc(NC(=O)c2ccc(S(=O)(=O)N3CCN(C)CC3)cc2)c1	-1%

(further entries)
SMILES	ELG1 DNA repair	Integrin act MD	AT treatment	TSHR antag	Tb PFK block	Eya2 inh	Mito fusion yeast	TCR activator	BCR signal inh	ASM inhibitor	PTAP TSG101 blk
O=C(N/N=C/c1cccc([N+](=O)[O-])c1)c1ccc(Br)cc1	3%	24%	3%	2	-6%	3%	0%	.	9%	0%	-4%
Cc1ccc(CSc2nnc(-c3ccccn3)n2C)cc1	?	4%	0%	-2	-1%	8%	4%	1%	?	-3%	-6%
CC(=O)N1CCN(c2cc(N3CCCC3)c(F)cc2[N+](=O)[O-])CC1	-6%	13%	5%	-2	-1%	-2%	10%	-7%	-3%	-11%	-6%
CN1CCn2c1nc(N1CCOCC1)nc2=O	4%	9%	8%	-3	-1%	-2%	4%	-1%	-6%	2%	-1%
CCN(CC)c1ccc(NC(=O)c2ccco2)c(C)c1	?	0%	-6%	3	-13%	7%	4%	0%	2%	6%	-6%
O=C(O)c1ccc(N/N=C/C=C/c2ccc([N+](=O)[O-])o2)cc1	-1%	?	-6%	-20	?	8%	-11%	3%	?	-7%	5%
Cc1ccccc1NC1=NC(C)(C)N=C(N)N1	18%	16%	13%	44	7%	6%	-1%	4%	14%	4%	-8%
NC(=O)CN1C(=O)C(=O)N(Cc2ccccc2Cl)C1=O	-3%	-10%	4%	-4	-2%	-6%	9%	7%	2%	2%	-9%
c1ccc2c(c1)Cn1c-2nc2ccccc21	?	20%	8%	-3	-18%	7%	-10%	-12%	?	-3%	-4%
CC(=O)NCCc1nc2cc(NC(=O)c3cccc([N+](=O)[O-])c3)ccc2n1C	?	-13%	0%	-1	0%	-24%	4%	3%	-2%	0%	-6%
Cc1ccc(C(=O)Nc2ccc(N3CCCCC3)cc2)cc1	?	.	-5%	4	-1%	1%	.	0%	-2%	-1%	-2%
Cc1ccc(S(=O)(=O)CCC(=O)OCC(=O)NCCc2ccc(S(N)(=O)=O)cc2)cc1	4%	-6%	7%	-10	15%	-25%	3%	10%	?	0%	0%
CCOC(=O)C1CCCn2c1nc1sc3c(c1c2=O)CCCC3 (stereo not drawn)	0%	2%[7.66 µM]	-1%	-3	-4%	17%	13%	3%	-3%	2%	-2%
Cc1ccc(/C=N\NC(=O)/C(=C\Nc2nccc(C)n2)NC(=O)c2ccccc2)cc1	15%	-10%	-3%	4	1%	5%	-2%	1%	-3%	-3%	-4%
OC(CNCc1ccccc1Cl)C(F)(F)F (stereo not drawn)	-4%	?	0%	1	-4%	-11%	5%	-5%	?	0%	-6%
CCCCSCc1nc2ccccn2c1Br	?	14%	3%	1	-2%	-5%	14%	-1%	?	1%	-10%
O=C(CSc1nc2[nH]ncc2c(=O)[nH]1)Nc1ccc(OC(F)(F)F)cc1	8%	24%	-4%	0	-5%	6%	-3%	-1%	0%	-9%	0%
Cn1ccsc1=NC(=O)c1ccc(S(C)(=O)=O)cc1	?	16%	2%	-3	-1%	8%	0%	2%	-1%	-1%	-7%
CCC[N+](CC#Cc1ccccc1)(CCC)CC(=O)OCC	7%	4%	1%	5	0%	6%	-2%	3%[46.1 µM]	8%	1%	-2%
O=C(COC(=O)c1cncc(Br)c1)NCc1ccc2c(c1)OCO2	-6%	18%	-4%	1	0%	1%	7%	2%	0%	-2%	-14%
CC(NC(=O)c1ccc(Br)o1)C1CC2CCC1C2 (stereo not drawn)	1%	4%	1%	-9	3%	0%	-1%	-5%	-1%	2%	-6%
O=S(=O)(Nc1cccc(Oc2cnccn2)c1)c1ccc(F)cc1	0%	4%	2%	-12	0%	0%	-1%	1%	-1%	3%	-4%
CC(C)C[C@@H](C(=O)O)N(Cc1cccc(CN([C@@H](CC(C)C)C(=O)O)S(C)(=O)=O)c1)S(C)(=O)=O	-12%	1%	0%	10	4%	-1%	0%	-3%	4%	6%	1%
O=C(/C=C/c1cccc([N+](=O)[O-])c1)Nc1cccc(NC(=O)c2ccco2)c1	21µM*	37%	-6%	-12	-17%	-7%	13%	0%[46.1 µM]	?	-14%	-2%
Cc1ccc(Cn2c(N)nc3ccccc32)cc1	-8%	0%	-2%	-8	0%	-1%	-15%	2%	3%	-2%	-1%
Cc1ccc(C2=NS(=O)(=O)N(C)C(C(=O)NCc3ccco3)=C2)cc1	5%	4%	2%	-7	1%	0%	6%	12%	-2%	-2%	-12%
COCC(C)NC(=O)/C(=C/c1ccccc1)c1ccccc1 (stereo not drawn)	-11%	42%	-4%	11	0%	1%	-2%	-4%	1%	2%	1%
COc1ccc(S(=O)(=O)Nc2ccc(NC(C)=O)cc2)cc1OC	3%	-3%	22%	-3	-4%	5%	-1%	0%	?	1%	-10%
CC(=O)OC1c2ccccc2C(=O)N1Cc1ccccc1Cl (stereo not drawn)	?	-18%	1%	-10	-2%	3%	5%	5%	0%	-3%	0%

Assay outcomes as filed in PubChem.
